Compound activity deposited in PubChem by several laboratories.
EBNA-1 inh – blocks EBNA-1 binding to DNA; EBNA-1 DNA binding, fluorescence polarization; inhibition, % at 14.8 µM; 300,000 compounds, 0.34% hits; in the data active = inhibition above about 28%
RPL19A-GFP yeast – yeast TOR pathway RPL19A-GFP modulation; percent response vs DMSO, % at 10 µM; S. cerevisiae RPL19A-GFP strain, flow cytometry, 3 h; active compounds read low; 330,000 compounds, 0.3% hits; AID 2025;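 active = percent response vs DMSO below 50%; inconclusive = fewer than 70 events counted for the yeast strain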;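 note: median channel GFP fluorescence of the barcoded RPL19A-GFP strain; ratio of sample median GFP to plate DMSO average so 100% = DMSO; lower means less RPL19A-GFP as with rapamycin TOR inhibition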
proCasp3 act – procaspase-3 (human) activation; 330,000 compounds, 0.11% hits; P42574; activation, % at 8.5 µM; recombinant procaspase-3 D3A, Ac-DEVD-pNA absorbance 405 nm;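 active = activation above the mean of all tested compounds plus 3 SD, cut at about 21% in these data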;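 note: 0% = DMSO alone and 100% = DMSO wells spiked with extra 5 µM PC-3 D3A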
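assay system = Procaspase-3 D3A mutant | signal = absorbance at 405 nm, 0 and 120 min | times = 1 h preincubation plus 2 h reaction at 25 °C | repeats = single replicate | read-out = % activation between DMSO and enzyme-spiked controls | medium = Zinc-free HEPES saline buffer with Triton X-100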
MEP2-GFP yeast – alters MEP2-GFP fluorescence in TOR pathway yeast screen. GFP response vs DMSO, % at 10 µM. S. cerevisiae MEP2-GFP strain, flow cytometry GFP, 3 h; 100% = DMSO control level. 330,000 compounds, 0.51% hits;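 active = GFP response versus DMSO above a set limit, roughly screen mean plus 3 SD, cut at about 180% in these data; inconclusive = fewer than 70 cells counted for a yeast strain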;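 note: median GFP fluorescence of the barcode-gated MEP2-GFP cells per well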
AHR act – activates the human aryl hydrocarbon receptor; AID 2796; 320,000 compounds, 2.5% hits; activation, % at 5 µM; AHR-responsive luciferase reporter cells, luminescence; in the data active = activation above about 47%;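 note: 0% = vehicle wells and 100% = reference agonist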
ZTA counter – counter-screen for EBNA-1 inhibitors: inhibitors of Epstein-Barr virus ZTA; ZTA-DNA binding, fluorescence polarization; inhibition, % at 11 µM; 320,000 compounds, 0.15% hits; in the data active = inhibition above about 33%
LAP4-GFP MLPCN – modulators of TOR pathway LAP4-GFP in S. cerevisiae; S. cerevisiae LAP4-GFP multiplex, flow cytometry GFP, 3 h; median GFP as percent of DMSO wells; GFP response vs DMSO, % at 10 µM; 320,000 compounds, 0.34% hits;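 active = GFP response vs DMSO above a set limit, about the screen mean plus 3 SD, cut at about 150% in these data; inconclusive = under 70 cell events counted for the yeast strain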
procasp7 counter – counter-screen for procaspase-3 activators: activators of human procaspase-7; P55210; recombinant procaspase-7, Ac-DEVD-pNA absorbance 405 nm; D23A/D198A/D206A triple mutant, cannot self-cleave; scale: DMSO 0, 5 µM enzyme 100; activation, % at 8.5 µM; 330,000 compounds, 0.093% hits; AID 463210;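 active = percent activation above the screen-wide mean plus 3 SD, cut at about 25% in these data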
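Replicates: singlicate. Assay system: Procaspase-7 triple mutant (PC-7 D3A). Signal: 405 nm absorbance of p-nitroaniline. Times: 1 h preincubation, 2 h reaction. Buffer or medium: Zinc-free HEPES pH 7.4 with 300 mM NaCl, 0.01% Triton X-100. Also added: DEVD-pNA substrate. Benchmarks: DMSO wells as 0%, DMSO with 5 µM added PC-7 as 100%.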
The depositor's hits bear a star; u = inconclusive; x = not tested or not shown; [ ] = dose if it differs, or a comment. The order is random, and some 3.8% of all compounds hit somewhere here.

Short keys: A = EBNA-1 inh; B = RPL19A-GFP yeast; C = proCasp3 act; D = MEP2-GFP yeast; E = AHR act; F = ZTA counter; G = LAP4-GFP MLPCN; H = procasp7 counter
Cc1c(NC(=O)CN2CC(C)OC(C)C2)c(=O)n(-c2ccccc2)n1C (stereo not given)
  A: 1; B: 97; C: 11; D: 100; E: 10; F: 7; G: 98; H: 2

CCCn1cc(CN2CCC(n3nccc3NC(=O)CCOc3ccccc3)CC2)c(C)n1
  A: -3; B: 100; C: 1; D: 114; E: 1; F: -8; G: 90; H: 3

CCCC(=O)Nc1cccc(-c2nc3ccccc3o2)c1
  A: 12; B: 93; C: -2; D: 99; E: 27; F: -12; G: 111; H: 2

O=C(N/N=C1\CCCc2oc(C(=O)O)cc21)c1ccccc1
  A: 8; B: 101; C: -1; D: 102; E: 5; F: 7; G: 113; H: 2

O=C(Cc1ccc(Cl)cc1)Nc1ccc(Cl)cn1
  A: 5; B: 99; C: 4; D: 103; E: -1; F: 1; G: 100; H: 5

O=C(CN1C(=O)c2ccccc2S1(=O)=O)NCCc1ccc(F)cc1
  A: x; B: 95; C: -3; D: 99; E: 1; F: x; G: 106; H: 9

Cc1nn(C)c(C(=O)Nc2ccc(Cn3cccn3)cc2)c1[N+](=O)[O-]
  A: 5; B: x; C: -1; D: 96; E: -1; F: 0; G: 95; H: -4

CCOC(=O)c1cnc2c(-c3ccc(Cl)cc3)c(C)nn2c1N
  A: 5; B: 100; C: 2; D: 129; E: 4; F: 4; G: 100; H: 15

Cc1cc(C)n(-c2ccc(Cl)c(C(=O)O)c2)n1
  A: 3; B: 104; C: 10; D: 100; E: -1; F: 1; G: 112; H: 11

Cc1cc(C)cc(Nc2nc(-c3ccc(S(=O)(=O)N4CCCC4)cc3)cs2)c1
  A: -7; B: 103; C: -9; D: 102; E: 12; F: 5; G: 103; H: -23

Cc1cc(NC(=O)C(C)Oc2ccc(Cl)cc2Cl)n(-c2ccccc2)n1 (stereo not given)
  A: 7; B: 38*[may fluoresce violet]; C: 7; D: 167[may fluoresce violet]; E: 2; F: 6; G: 85[may fluoresce violet]; H: -4

CCc1c(C)nc2ncnn2c1Nc1ccc(C(C)=O)cc1
  A: 7; B: 101; C: -4; D: 105; E: 1; F: 8; G: 101; H: 5

O=C(NCCCN1CCCC1=O)c1cc(=O)c2ccccc2o1
  A: 8; B: 97; C: 8; D: 101; E: 3; F: -7; G: 98; H: 10

CCn1c(CNC(=O)Cc2ccc(OC)cc2)nnc1SCC(=O)c1ccc(Br)cc1
  A: -11; B: 104; C: -1; D: 105; E: -2; F: -2; G: 107; H: -6

Cc1cc(C)n2nc(SCCOc3ccccc3)nc2n1
  A: -4; B: 95; C: 3; D: 105; E: -7; F: -27; G: 98; H: 5

COC(=O)C1=CN(c2cc(C)cc(C)c2)C=C(C(=O)OC)C1c1ccc(OC)c(O)c1
  A: -5; B: 100; C: -2; D: 109; E: 10; F: -13; G: 104; H: 5

Cc1c(C(=O)N(Cc2cccc(Br)c2)C2CCS(=O)(=O)C2)oc2ccc(F)cc12 (stereo not given)
  A: 3; B: 106; C: -8; D: 105; E: 4; F: -10; G: 112; H: 5

Cn1ncc2c(Nc3ccc(Cl)c(Cl)c3)ncnc21
  A: 10; B: 104; C: 4; D: 107; E: 5; F: 11; G: 115; H: 16

CCCC(CCC(=O)Nc1cccc([N+](=O)[O-])c1)C(=O)O (stereo not given)
  A: 4; B: 98; C: 2; D: 97; E: -1; F: -11; G: 104; H: 12

CN1CCN(C(CNC(=O)Nc2ccc(Cl)cc2)c2ccc(F)cc2)CC1 (stereo not given)
  A: -7; B: 100; C: 11; D: 95; E: 0; F: -12; G: 94; H: 1

COc1ccc(N)cc1S(=O)(=O)Nc1ccccc1Cl
  A: -1; B: 93; C: 6; D: 90; E: 2; F: -17; G: 104; H: -6

CN(CC(=O)O/N=C(\N)c1ccccn1)S(=O)(=O)c1ccccc1
  A: -1; B: 96; C: 2; D: 100; E: 1; F: -5; G: 101; H: 10

Cc1cc(C)c(S(C)(=O)=O)c(Oc2cccc(C(F)(F)F)c2)n1
  A: 6; B: 108; C: -4; D: 105; E: 2; F: -7; G: 95; H: 3

O=C(CSc1nc(-c2ccccc2)cs1)Nc1cccc([N+](=O)[O-])c1
  A: 1; B: 90; C: -2; D: 104; E: 0; F: 12; G: 126; H: 10

COc1ccc(N2C(=O)CSC2c2ccc3c(c2)OCO3)c(OC)c1 (stereo not given)
  A: 1; B: 102; C: -5; D: 102; E: 4; F: 13; G: 99; H: 3

CCOCCCN(C(=O)c1snc(C(N)=O)c1N)C(C(=O)NC1CCCC1)c1ccc(O)c(OC)c1 (stereo not given)
  A: -14; B: 100; C: 1; D: 104; E: 2; F: 1; G: 97; H: -5

Cc1ccc2nc(SCC(=O)NC3CCCC3)[nH]c2c1
  A: 11; B: 99; C: 6; D: 101; E: 42; F: 3; G: 95; H: 8

O=C(NCC1CCCO1)c1ccc2c3n(nc2c1)-c1ccccc1CO3 (stereo not given)
  A: 3; B: 97; C: 1; D: 116; E: -10; F: -21; G: 111; H: 5

COc1cccc(-n2c(=O)c3sccc3n(CC(=O)NC3CCCCC3)c2=O)c1
  A: -18; B: 106; C: 2; D: 104; E: 2; F: 1; G: 96; H: -1

COc1ccc(O)c(CN2CCN(CCCc3ccccc3)C(CCO)C2)c1 (stereo not given)
  A: -1; B: 104; C: -1; D: 108; E: 4; F: -23; G: 105; H: 2

COCCCNC(=O)CCc1ccc(S(=O)(=O)Nc2ccc(C)cc2)cc1
  A: -7; B: 102; C: 1; D: 97; E: -1; F: -8; G: 91; H: 9

O=C(NCc1ccc2c(c1)OCO2)C(=O)NCC1OCCN1S(=O)(=O)c1ccccc1 (stereo not given)
  A: 2; B: 104; C: -8; D: 103; E: -3; F: 7; G: 89; H: -1

O=C(Nc1ccc(S(=O)(=O)N2CCCCC2)cc1)c1ccc(CN2CCc3ccccc3C2)cc1
  A: -6; B: 90; C: 3; D: 88; E: -10; F: 4; G: 92; H: 2

COC(=O)C1=C(C)NC(=O)NC1c1ccc(N2CCC(c3ccccc3)=N2)cc1 (stereo not given)
  A: -5; B: 87; C: 85*; D: 94; E: 14; F: -5; G: 87; H: 38*

Nc1nc(NCCCN2CCOCC2)nc(Nc2ccccc2)c1[N+](=O)[O-]
  A: -1; B: 100; C: -4; D: 105; E: 8; F: 16; G: 90; H: 11

CC(=O)Nc1cc(-c2ccccc2)nn1Cc1ccc(Cl)cc1
  A: -3; B: 95; C: 7; D: 97; E: 9; F: -14; G: 94; H: -1

COc1ccc(CCNC(=O)COc2ncnc3cc([N+](=O)[O-])ccc23)cc1
  A: 8; B: 99; C: -5; D: 110; E: 1; F: -17; G: 95; H: 4

CC(C)(C)N(Cc1ccccc1)C(=O)c1ccncc1
  A: 11; B: 100; C: 9; D: 107; E: 0; F: 1; G: 83; H: 17

Fc1ccc(-n2c(Cc3ccccc3)nnc2SCc2nc(-c3cccs3)no2)cc1
  A: -2; B: 105; C: 10; D: 106; E: 1; F: -5; G: 105; H: -9

CCN1C(=O)/C(=C/N2CCc3ccccc3C2)SC1=S
  A: 3; B: 96; C: -20; D: 104; E: -7; F: -4; G: 113; H: -4

Cc1ccc(N2CC(C(=O)Nc3nnc(SCCN4CCOCC4)s3)CC2=O)cc1C (stereo not given)
  A: -4; B: 104; C: 0; D: 100; E: 1; F: 11; G: 94; H: 2

CC1CCN(c2c(NCc3ccc(C(=O)N4c5ccccc5CC4C)cc3)c(=O)c2=O)CC1 (stereo not given)
  A: 8; B: 106; C: 2; D: 94; E: 20; F: 10; G: 94; H: 13

COc1ccc(NC(=O)CC2C(=O)N(C)C(=S)N2Cc2ccncc2)cc1 (stereo not given)
  A: -6; B: 101; C: -3; D: 100; E: 0; F: 5; G: 99; H: 9

Cc1ccc(S(=O)(=O)NC(=O)NN2CC3CCCC3C2)cc1 (stereo not given)
  A: -15; B: 111; C: 6; D: 108; E: 0; F: -5; G: 93; H: -3

O=C(COC(=O)c1ccco1)NC12CC3CC(CC(C3)C1)C2
  A: x; B: 97; C: 5; D: 104; E: 1; F: x; G: 102; H: 1

C=CCn1c(SCC(=O)Nc2cccc(S(N)(=O)=O)c2)nnc1C1CCCCC1
  A: x; B: 98; C: -4; D: 101; E: 0; F: 8; G: 105; H: 10

Cc1cc(C(=O)N2CCN(S(=O)(=O)c3ccccc3F)CC2)c(C)o1
  A: -5; B: 105; C: -7; D: 104; E: 6; F: -15; G: 111; H: -1

O=C(CSc1ccccn1)N/N=C/c1ccccc1[N+](=O)[O-]
  A: 0; B: 106; C: 1; D: 106; E: 4; F: -4; G: 98; H: -6

CCn1c(-c2csc(-c3ccccc3)n2)n[nH]c1=S
  A: 0; B: u; C: -9; D: 96[may fluoresce red]; E: -3; F: -11; G: 88[may fluoresce red]; H: -25

CN(C)C(=O)c1ccc(NC(=O)COC(=O)Cn2cc(C(F)(F)F)ccc2=O)cc1
  A: x; B: 110; C: -2; D: 112; E: -2; F: -3; G: 119; H: -3

One compound at a time (already shown). Order of screens: EBNA-1 inh	RPL19A-GFP yeast	proCasp3 act	MEP2-GFP yeast	AHR act	ZTA counter	LAP4-GFP MLPCN	procasp7 counter
COc1cccc(-n2c(=O)c3sccc3n(CC(=O)NC3CCCCC3)c2=O)c1 as listed: -18	106	2	104	2	1	96	-1
O=C(COC(=O)c1ccco1)NC12CC3CC(CC(C3)C1)C2 as listed: x	97	5	104	1	x	102	1
CC(=O)Nc1cc(-c2ccccc2)nn1Cc1ccc(Cl)cc1 as listed: -3	95	7	97	9	-14	94	-1
CC1CCN(c2c(NCc3ccc(C(=O)N4c5ccccc5CC4C)cc3)c(=O)c2=O)CC1 (stereo not given) as listed: 8	106	2	94	20	10	94	13

The listing continues.
Short keys: A = EBNA-1 inh; B = RPL19A-GFP yeast; C = proCasp3 act; D = MEP2-GFP yeast; E = AHR act; F = ZTA counter; G = LAP4-GFP MLPCN; H = procasp7 counter
C=CCn1c(SCc2nc3ccccc3c(=O)[nH]2)nc2sc3c(c2c1=O)CCCC3
  A: 7; B: 105; C: 0; D: 105; E: 8; F: 9; G: 106; H: -2

COc1ccc(N2C(=O)CC(Nc3cccc(C(C)=O)c3)C2=O)cc1OC (stereo not given)
  A: -12; B: 89; C: -9; D: 86; E: -1; F: 23; G: x; H: 1

CN(C)C(=O)[C@H]1C[C@H]1[C@@H](O)[C@H](CO)NC(=O)[C@H](Cc1ccccc1)NC(=O)OC(C)(C)C
  A: 5; B: 98; C: 3; D: 106; E: 1; F: -9; G: 94; H: 3

O=c1ccc(Oc2nc(N3CCCCC3)nc(N3CCCCC3)n2)n[nH]1
  A: 9; B: 98; C: -8; D: 92; E: 0; F: 6; G: 97; H: 15

Cc1nc2c(cc1C(=O)N/N=C/c1ccc(O)c(O)c1)c(=O)n(C)c(=O)n2C
  A: 2; B: 102; C: -1; D: 107; E: 1; F: 9; G: 99; H: -1

COc1ccc(CCNC(=O)CN(C)S(=O)(=O)c2cccs2)cc1
  A: x; B: 97; C: -1; D: 98; E: 1; F: -3; G: 95; H: -8

Just procasp7 counter and AHR act (4 entries from above):
| Structure | procasp7 counter | AHR act |
| --- | --- | --- |
| C=CCn1c(SCc2nc3ccccc3c(=O)[nH]2)nc2sc3c(c2c1=O)CCCC3 | -2 | 8 |
| Cc1nc2c(cc1C(=O)N/N=C/c1ccc(O)c(O)c1)c(=O)n(C)c(=O)n2C | -1 | 1 |
| COc1ccc(N2C(=O)CC(Nc3cccc(C(C)=O)c3)C2=O)cc1OC (stereo not given) | 1 | -1 |
| O=c1ccc(Oc2nc(N3CCCCC3)nc(N3CCCCC3)n2)n[nH]1 | 15 | 0 |
